S1P4 antag: S1P4 receptor antagonists, primary screen, cell-based. Sphingosine 1-phosphate receptor 4 (Homo sapiens), O95977. S1P4-expressing cells, antagonist mode, reporter read-out. inhibition, % at 4.98 µM. 220,000 tested, 0.26% active. AID 1510, 2009; in the data active = inhibition above about 29%;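 also: 0% = wells stimulated with agonist and 100% = vehicle wells without agonist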
Target sequence (O95977 whole entry, looked up): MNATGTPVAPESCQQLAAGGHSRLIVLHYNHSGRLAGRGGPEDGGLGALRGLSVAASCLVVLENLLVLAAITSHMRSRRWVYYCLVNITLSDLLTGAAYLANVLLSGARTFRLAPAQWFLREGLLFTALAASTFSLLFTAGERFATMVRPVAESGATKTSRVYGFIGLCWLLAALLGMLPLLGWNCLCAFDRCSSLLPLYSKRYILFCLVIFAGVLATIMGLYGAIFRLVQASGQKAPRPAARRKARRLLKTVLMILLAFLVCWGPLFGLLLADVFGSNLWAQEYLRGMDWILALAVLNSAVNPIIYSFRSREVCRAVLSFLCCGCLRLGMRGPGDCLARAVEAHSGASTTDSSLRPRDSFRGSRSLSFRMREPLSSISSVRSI
NPY2 pot ag: NPY-Y2 potentiators or agonists, primary screen, cell-based | Neuropeptide Y receptor type 2 (Homo sapiens), P49146 | cells expressing NPY-Y2, potentiator/agonist read-out | activation, % at 3.6 µM | 220,000 tested, 0.45% active; in the data active = activation above about 27%;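 also: cells stimulated with NPY near EC25 plus isoproterenol at EC100; 0% = vehicle plus submaximal agonist and 100% = vehicle plus saturating agonist; some results beyond the cut were filed as inactive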
S1P4 ag: S1P4 receptor agonists, primary screen, cell-based; S1P4-expressing cell line, agonist reporter assay; activation, % at 4.98 µM; 220,000 tested, 0.35% active; in the data active = activation above about 11%;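 also: 0% = DMSO vehicle and 100% = reference agonist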
EP2 modulator: EP2 receptor modulators, cAMP readout, primary screen, cell-based, HTRF cAMP, PGE2 stimulation; Prostaglandin E2 receptor EP2 subtype (Homo sapiens), P43116; EP2-expressing cells, cAMP HTRF FRET, PGE2 co-stimulation; induction, % at 25 µM; 260,000 tested, 0.83% active; AID 940, 2007;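 active = compounds whose cAMP rise, as percent of the full-agonist control response, exceeds 60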;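 also: rat C6 glioma line stably carrying human EP2 under a CMV promoter; the protocol text gives 20 µM as final concentration; 100% = response of wells given 1 µM PGE2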
Target sequence (P43116 whole entry, looked up): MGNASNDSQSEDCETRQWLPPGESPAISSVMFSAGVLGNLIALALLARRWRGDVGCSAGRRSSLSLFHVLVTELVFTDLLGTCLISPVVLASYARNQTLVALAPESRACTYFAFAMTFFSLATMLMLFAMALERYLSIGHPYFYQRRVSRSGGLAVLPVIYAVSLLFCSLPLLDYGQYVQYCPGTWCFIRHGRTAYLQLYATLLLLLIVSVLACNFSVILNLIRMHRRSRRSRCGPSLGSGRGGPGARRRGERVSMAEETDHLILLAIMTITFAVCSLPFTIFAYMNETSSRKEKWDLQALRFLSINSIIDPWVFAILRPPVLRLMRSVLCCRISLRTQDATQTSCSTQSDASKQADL
CHOP inh: inhibitors of CHOP promoter induction, primary screen, cell-based, unfolded protein response, luciferase reporter. CHO-K1 CHOP-promoter luciferase, tunicamycin-induced, 15-18 h. 220,000 tested, 3.8% active. AID 2732, 2010. inhibition, % at 10 µM;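 active = compounds that reduced the stress-induced luciferase reporter signal by more than about 70% of percent inhibition, limit read from the data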;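 also: 0% = tunicamycin plus vehicle and 100% = wells without tunicamycin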
NPY-Y1 PAM-ag: NPY-Y1 receptor potentiators or agonists, primary screen, cell-based; Neuropeptide Y receptor type 1 (Homo sapiens), P25929; NPY-Y1 expressing cells, potentiator/agonist activation; activation, % at 3.6 µM; 220,000 tested, 0.37% active; in the data active = activation above about 33%, passing the limit was not always enough;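 also: cells stimulated with NPY at EC10 then isoproterenol at EC100; 0% = low agonist plus stimulus and 100% = saturating agonist plus stimulus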
NPY-Y1 antag: NPY-Y1 receptor antagonists, primary screen, cell-based; inhibition, % at 3.6 µM; 200,000 tested, 1% active; AID 1040, 2008; HEK293-CNG Y1 cells, membrane potential fluorescence; NPY at EC95, then isoproterenol; Neuropeptide Y receptor type 1 (Homo sapiens), P25929;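 active = inhibition above the campaign mean inhibition of all tested compounds plus 3 SD, cut at about 20% in these data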;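 also: 0% = DMSO wells given NPY plus isoproterenol and 100% = isoproterenol alone without NPY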
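Material: HEK293 cells co-expressing NPY Y1 receptor and cyclic-nucleotide gated channel. Timing: compound incubation 1 h at room temperature, readout 45 min post-stimulation. Signal: fluorescence, membrane potential probe.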
TRPN1 ag: zebrafish TRPN1 channel agonists, primary screen, cell-based, HEK293, calcium fluorescence. transient receptor potential cation channel N1 (TRPN1/NompC), Danio rerio. HEK293 zebrafish TRPN1-YFP, Fluo-8 calcium fluorescence; 100% = response to 87 µM carbachol. activation, % at 3 µM. 220,000 tested, 0.18% active. AID 1424, 2008;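 active = activation above its plate's cutoff, the mean activation of test wells on that plate plus 3 SD, cut at about 19% in these data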;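 also: 0% = DMSO alone and 100% = 87 µM carbachol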
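Assay system: Zebrafish TRPN1-YFP in HEK293 cells | Incubation: Dye loading 1 h at 37 °C, then 30 min room temperature | Measured by: Kinetic Fluo-8 fluorescence, ex 470-495, em 515-575 nm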
TRPML3 agonist: human TRPML3 channel agonists, primary screen, cell-based, HEK293 TRPML3-YFP, Fluo-8 calcium fluorescence, 3 µM; Mucolipin-3 (Homo sapiens), Q8TDD5; 100% = the carbachol control signal; activation, % at 3 µM; 220,000 tested, 0.29% active; AID 1448, 2008;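 active = activation above its plate's cutoff, the mean activation of the plate's test wells plus 3 SD, cut at about 12% in these data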;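 also: 0% = DMSO only wells and 100% = carbachol wells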
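Test system – HEK293 line with stable expression of human TRPML3-YFP channel · Control set – carbachol 87 µM final as high control (100%), DMSO as low control (0%) · Signal – Fluo-8 calcium dye fluorescence, ex 470-495, em 515-575 nm · Incubation – 1-h 37 °C dye load, 5-s basal, 120-s post-compound reads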
* hit, by the source's call.

For CCCOc1ccc(/C=N/NC(=O)C(=O)Nc2ccccn2)cc1 the results were S1P4 antag -17, NPY2 pot ag -12, S1P4 ag 0.5, EP2 modulator -7, CHOP inh 33, NPY-Y1 PAM-ag -16, NPY-Y1 antag -2, TRPN1 ag 0.2 and TRPML3 agonist 0.6.
`Cc1ccccc1-c1nc(CS(=O)CC(=O)NCCN2CCN(Cc3ccccc3)CC2)c(C)o1` (stereo not given) gave S1P4 antag -12, NPY2 pot ag -6, S1P4 ag 0.2, EP2 modulator 2, CHOP inh 8, NPY-Y1 PAM-ag 9, NPY-Y1 antag 5, TRPN1 ag 0.1 and TRPML3 agonist 1.3.
Screening COC(=O)c1cc(Br)c(N)cc1OC returned S1P4 antag -6, NPY2 pot ag -3, S1P4 ag -0.3, EP2 modulator -16, CHOP inh 54, NPY-Y1 PAM-ag -15, NPY-Y1 antag 4, TRPN1 ag -0.6 and TRPML3 agonist 0.8.
COc1ccc(/C=N/NC(=O)c2cccnc2)c(C(=O)O)c1OC was read as S1P4 antag 1, NPY2 pot ag 3, S1P4 ag 1.1, EP2 modulator -28, CHOP inh -11, NPY-Y1 PAM-ag 13, TRPN1 ag -0.6 and TRPML3 agonist 0.6.
For CCCCCCn1c(-c2cccs2)n[nH]c1=S the results were S1P4 antag -4, NPY2 pot ag -10, S1P4 ag -0.3, EP2 modulator 47, CHOP inh 39, NPY-Y1 PAM-ag -4, NPY-Y1 antag 2, TRPN1 ag -2.5 and TRPML3 agonist 0.0.
For Cc1ccc(C(C(=O)NCc2ccco2)N(C(=O)CNC(=O)c2cccs2)c2c(C)cc(C)cc2C)cc1 (stereo not given) the results were S1P4 antag 1, NPY2 pot ag -11, S1P4 ag -1.3, EP2 modulator 36, CHOP inh 74*, NPY-Y1 PAM-ag 2, NPY-Y1 antag -5, TRPN1 ag -0.2 and TRPML3 agonist 0.1.
For Cc1ccc(Cl)cc1NC(=S)NCCCSC1CCCCC1 the results were S1P4 antag 8, NPY2 pot ag -8, S1P4 ag 3.3, EP2 modulator -37, CHOP inh 3, NPY-Y1 PAM-ag 4, NPY-Y1 antag 2, TRPN1 ag 1.5 and TRPML3 agonist -0.1.
O=C(Nn1cnc2ccccc2c1=O)c1ccccc1 was read as S1P4 antag -15, NPY2 pot ag -3, S1P4 ag 2.1, EP2 modulator 19, CHOP inh 8, NPY-Y1 PAM-ag -25, NPY-Y1 antag 7, TRPN1 ag -1.5 and TRPML3 agonist -1.0.
For CN(C)CCCSc1nc2ccccc2s1 the results were S1P4 antag 11, NPY2 pot ag -21, S1P4 ag 0.1, EP2 modulator -1, CHOP inh 3, NPY-Y1 PAM-ag -15, NPY-Y1 antag 7, TRPN1 ag 1.1 and TRPML3 agonist 1.4.
CC1=C(/C=N/Nc2ccc([N+](=O)[O-])cc2[N+](=O)[O-])C(C)(C)CCC1 was read as S1P4 antag -13, NPY2 pot ag 3, S1P4 ag -0.1, EP2 modulator 46, CHOP inh 38, NPY-Y1 PAM-ag -10, NPY-Y1 antag -3, TRPN1 ag -0.9 and TRPML3 agonist 1.1.

Of the compounds above, these have two or more sulfur atoms:
For CCCCCCn1c(-c2cccs2)n[nH]c1=S the results were S1P4 antag -4, NPY2 pot ag -10, S1P4 ag -0.3, EP2 modulator 47, CHOP inh 39, NPY-Y1 PAM-ag -4, NPY-Y1 antag 2, TRPN1 ag -2.5 and TRPML3 agonist 0.0.
For Cc1ccc(Cl)cc1NC(=S)NCCCSC1CCCCC1 the results were S1P4 antag 8, NPY2 pot ag -8, S1P4 ag 3.3, EP2 modulator -37, CHOP inh 3, NPY-Y1 PAM-ag 4, NPY-Y1 antag 2, TRPN1 ag 1.5 and TRPML3 agonist -0.1.
For CN(C)CCCSc1nc2ccccc2s1 the results were S1P4 antag 11, NPY2 pot ag -21, S1P4 ag 0.1, EP2 modulator -1, CHOP inh 3, NPY-Y1 PAM-ag -15, NPY-Y1 antag 7, TRPN1 ag 1.1 and TRPML3 agonist 1.4.

More results follow.
Cc1cc(NC(=S)NC(=O)c2ccccc2)ccc1-c1cc2ccccc2oc1=O was read as S1P4 antag -25, NPY2 pot ag -3, S1P4 ag 0.4, EP2 modulator -18, CHOP inh 27, NPY-Y1 PAM-ag 16, NPY-Y1 antag 3, TRPN1 ag 0.7 and TRPML3 agonist 1.0.
Screening COC(=O)C(C)Sc1nnc(Cc2cc(=O)[nH]c(=O)[nH]2)n1-c1cccc(OC)c1 (stereo not given) returned S1P4 antag -14, NPY2 pot ag 0, S1P4 ag -0.7, EP2 modulator 5, CHOP inh 23, NPY-Y1 PAM-ag 3, NPY-Y1 antag -2, TRPN1 ag 1.8 and TRPML3 agonist 0.3.
`O=C(NCCCN1CCOCC1)C(=O)N/N=C/c1c2ccccc2cc2ccccc12` gave S1P4 antag -6, NPY2 pot ag -10, S1P4 ag 0.4, EP2 modulator -18, CHOP inh 53, NPY-Y1 PAM-ag -4, NPY-Y1 antag -3, TRPN1 ag -0.8 and TRPML3 agonist 0.5.
Screening Cc1ccc(S(=O)(=O)N(C)C)cc1NC(=O)C(C)Sc1ccccc1 (stereo not given) returned S1P4 antag -27, NPY2 pot ag 5, S1P4 ag 1.7, EP2 modulator 2, CHOP inh 3, NPY-Y1 PAM-ag 17, NPY-Y1 antag 2, TRPN1 ag 0.3 and TRPML3 agonist 0.1.
Screening Cc1cc(C)n(C(=O)c2ccc([N+](=O)[O-])cc2N)n1 returned S1P4 antag 6, NPY2 pot ag -23, S1P4 ag 0.1, EP2 modulator 15, CHOP inh 10, NPY-Y1 PAM-ag 3, NPY-Y1 antag 3, TRPN1 ag 0.7 and TRPML3 agonist 0.6.
For O=C(C1=C(O)C(=O)N(c2ncccn2)C1c1ccc(F)cc1)c1ccco1 (stereo not given) the results were S1P4 antag -13, NPY2 pot ag -10, S1P4 ag 3.2, EP2 modulator 17, CHOP inh 17, NPY-Y1 PAM-ag 19, TRPN1 ag 1.1 and TRPML3 agonist 1.2.
`O=C(Cn1cccc1C(=O)c1ccccc1)NCc1ccccn1` gave S1P4 antag -5, NPY2 pot ag 10, S1P4 ag 1.5, EP2 modulator 28, CHOP inh 12, NPY-Y1 PAM-ag -2, NPY-Y1 antag -8, TRPN1 ag 0.2 and TRPML3 agonist 0.2.
For CCOC(=O)c1cc2cc([N+](=O)[O-])cc(OC)c2oc1=O the results were S1P4 antag 4, NPY2 pot ag -6, S1P4 ag -1.9, EP2 modulator 32, CHOP inh -4, NPY-Y1 PAM-ag 8, NPY-Y1 antag -2, TRPN1 ag -1.1 and TRPML3 agonist 0.8.
Screening FC(F)Oc1ccc(/C=N/N2CCCCC2)c(OC(F)F)c1 returned S1P4 antag -20, NPY2 pot ag 7, S1P4 ag 1.2, EP2 modulator 24, CHOP inh 50, NPY-Y1 PAM-ag 13, NPY-Y1 antag 0, TRPN1 ag -0.3 and TRPML3 agonist -0.5.
Cc1c(C)c2c(C)nn(-c3ccccc3)c2[nH]c1=O was read as S1P4 antag -7, NPY2 pot ag -1, S1P4 ag 0.1, EP2 modulator -25, CHOP inh -23, NPY-Y1 PAM-ag -3, NPY-Y1 antag 0, TRPN1 ag 0.9 and TRPML3 agonist -0.4.
`Cc1ccc(Cn2nc(C)c(NC(=O)CCCn3nc([N+](=O)[O-])c(Cl)c3C)c2C)cc1` gave S1P4 antag -1, NPY2 pot ag 4, S1P4 ag -0.7, EP2 modulator 18, CHOP inh 28, NPY-Y1 PAM-ag 11, NPY-Y1 antag -1, TRPN1 ag -1.6 and TRPML3 agonist 0.3.
`O=C(Oc1ccccc1)c1ccccc1OS(=O)(=O)c1ccccc1` gave S1P4 antag -7, NPY2 pot ag -3, S1P4 ag -2.0, EP2 modulator 24, CHOP inh 14, NPY-Y1 PAM-ag -8, NPY-Y1 antag 4, TRPN1 ag -0.9 and TRPML3 agonist 2.6.
`N#Cc1c(NC(=O)CSc2nnnn2C2CCCC2)sc2c1CCCC2` gave S1P4 antag -4, NPY2 pot ag 12, S1P4 ag 0.4, EP2 modulator 25, CHOP inh 82*, NPY-Y1 PAM-ag -7, NPY-Y1 antag 3, TRPN1 ag -0.3 and TRPML3 agonist 0.9.
`CC(=O)c1nnn(-c2ccc(F)cc2F)c1C` gave S1P4 antag -8, NPY2 pot ag 8, S1P4 ag 1.2, EP2 modulator -4, CHOP inh 12, NPY-Y1 PAM-ag 0, TRPN1 ag -0.9 and TRPML3 agonist 0.7.
C(=C\c1ccc(/C=C/c2ccccc2)nn1)/c1ccccc1 was read as S1P4 antag 6, NPY2 pot ag -4, S1P4 ag 0.5, EP2 modulator -62, CHOP inh -10, NPY-Y1 PAM-ag -19, TRPN1 ag 0.2 and TRPML3 agonist 0.8.
O=C(NC(=S)Nc1ccc(N2CCOCC2)cc1)c1cccs1 was read as S1P4 antag 0, NPY2 pot ag 3, S1P4 ag 1.9, EP2 modulator -48, CHOP inh -2, NPY-Y1 PAM-ag 15, NPY-Y1 antag -2, TRPN1 ag 1.7 and TRPML3 agonist 1.1.
`COc1ccccc1N1CCN(CC(O)COCCOc2ccc(Br)cc2)CC1` (stereo not given) gave S1P4 antag -15, NPY2 pot ag 6, S1P4 ag -0.6, EP2 modulator -3, CHOP inh 45, NPY-Y1 PAM-ag 4, NPY-Y1 antag 4, TRPN1 ag 2.6 and TRPML3 agonist 1.6.
For Cc1ccnc(N/C=C(/NC(=O)c2ccccc2)C(=O)NN)n1 the results were S1P4 antag -17, NPY2 pot ag -6, S1P4 ag 0.4, EP2 modulator 14, CHOP inh -8, NPY-Y1 PAM-ag -15, NPY-Y1 antag -3, TRPN1 ag 0.9 and TRPML3 agonist 0.9.
`Cc1ccc(/C=N/n2c(-c3cccc(Cl)c3)n[nH]c2=S)o1` gave S1P4 antag -3, NPY2 pot ag -19, S1P4 ag 1.3, EP2 modulator 7, CHOP inh 10, NPY-Y1 PAM-ag 1, TRPN1 ag -1.1 and TRPML3 agonist -0.6.
CCOC(=O)c1c(C)c(C(=O)NCCCOC(C)C)c(C)n1C was read as S1P4 antag -5, NPY2 pot ag -8, S1P4 ag 0.0, EP2 modulator 8, CHOP inh -10, NPY-Y1 PAM-ag 5, NPY-Y1 antag 4, TRPN1 ag 0.3 and TRPML3 agonist 0.5.
For c1ccc(OCCOCCN2CCc3ccccc3C2)cc1 the results were S1P4 antag -9, NPY2 pot ag -10, S1P4 ag 1.3, EP2 modulator -10, CHOP inh 3, NPY-Y1 PAM-ag -14, NPY-Y1 antag 9, TRPN1 ag -0.7 and TRPML3 agonist 0.5.

From PubChem BioAssay
